Cardiac RTF inh – cardiac RTF calcium desensitization; IANBD-labeled cardiac RTF, Ca2+ fluorescence; inhibition, % at 7.15 µM; 340,000 tested, 0.12% active;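 active = inhibition above the mean inhibition of all tested compounds plus 3 SD, cut at about 17% in these data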;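 also: assay run at fixed EC70 calcium of 1.6 mM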
Arr AP2 block – blocks beta-arrestin peptide binding to AP2 adaptin | FITC-arrestin peptide / GST-AP2 beads, flow cytometry; AP2 beta2 appendage carries R879A mutation | 340,000 tested, 0.31% active | inhibition, % at 10 µM;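 active = inhibition above a set limit, near 3 SD of compounds lacking own fluorescence, cut at about 54% in these data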;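 also: plate controls were DMSO wells for no effect and 5 µM unlabelled arrestin peptide for full effect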
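Material – GST-tagged AP2 beta2-adaptin appendage (R879A) on 4 µm glutathione beads · Probe or stimulus – fluorescein-tagged arrestin peptide at 50 nM final · Timing – 12 min plus 1 h, RT · Detection – bead flow cytometry, FITC channel · Read-out basis – inhibition as reduced fluorescein signal on beads, percent · Medium – PBS plus Tween 20 (0.05%) and BSA (0.1%)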
MOR-DOR inv ag – inverse agonist of human OPRM1-OPRD1 heterodimerization | P35372+P41143 | cell-based MOR-DOR heterodimer luminescence, inverse agonism | inhibition, % at 9.3 µM | 340,000 tested, 0.21% active; in the data active = inhibition above about 22%, passing the limit was not always enough;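 also: 0% = cells with DMSO and 100% = wells without cells with DMSO; values of inactives mirror those of a sister screen read the other way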
Wnt act – Wnt/beta-catenin pathway activation; Wnt/beta-catenin reporter cell assay, activator, plate reader; activation, % at 9.35 µM; 300,000 tested, 1.2% active; in the data active = activation above about 30%, passing the limit was not always enough; inconclusive = no clear call, values can overlap the other calls;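 also: 0% = neutral control wells and 100% = positive control wells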
MOR-DOR ag – agonists of human mu-delta opioid receptor heterodimerization; activation, % at 9.3 µM; cells, OPRM1-OPRD1 heterodimerization, luminescence; 340,000 tested, 0.3% active; AID 504326; in the data active = activation above about 18%;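 also: 0% = vehicle-treated cells and 100% = reference agonist; values of inactives mirror those of a sister screen read the other way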
DSG3 Ab inh – human desmoglein-3 autoantibody binding inhibition; P32926; DSG3-coupled beads, scFv-anti-DSG3-GFP binding, flow cytometry; active compounds read low; binding (percent of control), % at 10 µM; 310,000 tested, 0.48% active; AID 588358;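 active = binding more than 3 SD below its plate's average and above zero; inconclusive = below that plate limit but binding exactly zero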;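 also: hits lower antibody fragment binding to DSG3; some compounds called inactive have numbers as strong as hits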
RTF Ca sens act – cardiac RTF calcium sensitization | P19429+P45379 | IANBD-labeled TnC RTF fluorescence at EC20 calcium; 0% EC20 calcium, 100% full calcium | activation, % at 7.2 µM | 340,000 tested, 0.24% active | AID 493008;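 active = activation above the mean over all tested compounds plus 3 SD, cut at about 30% in these data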;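 also: rise in fluorescence read as greater calcium sensitivity of cardiac thin filaments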
C-LANA FP – inhibitors of KSHV LANA C-terminal domain DNA binding. MBP-C-LANA/FAM-LBS DNA binding, fluorescence polarization. inhibition, % at 9 µM. 340,000 tested, 0.078% active. AID 504423;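 active = highest replicate inhibition at or above 60% at 9 µM, even if other replicates fall short; inactive = all replicates below 60% inhibition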;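 also: 0% = neutral control wells and 100% = 4 µM acridine orange control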
V-ATPase pH – alters yeast V-ATPase proton transport | 350,000 tested, 0.37% active | S. cerevisiae, pHLuorin cytosolic pH fluorescence | response, % at 10 µM | AID 504577; in the data active = response mostly above about 7.3%, no sharp cut-off; inactive = mostly below about 5.4%; also: actives read high; inactives centre near 0; some compounds called inactive have numbers as strong as hits; reference of the scale not given here
Keap1-Nrf2 PPI – disrupts human Keap1 binding to Nrf2 peptide. Keap1 Kelch-Nrf2 peptide fluorescence polarization, 1536-well. 340,000 tested, 0.15% active. Q14145. inhibition, % at 9.4 µM. AID 504523; in the data active = inhibition above about 12%; inconclusive = no clear call, values can overlap the other calls; inactive = below about 7.3%;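 also: human Keap1 Kelch domain with fluorescein labeled Nrf2 9mer peptide probe; 0% = neutral control wells and 100% = peptide positive control; higher means more block of Keap1 binding to Nrf2 peptide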
Target sequence (Q14145 whole entry, looked up, the tested form may be a part): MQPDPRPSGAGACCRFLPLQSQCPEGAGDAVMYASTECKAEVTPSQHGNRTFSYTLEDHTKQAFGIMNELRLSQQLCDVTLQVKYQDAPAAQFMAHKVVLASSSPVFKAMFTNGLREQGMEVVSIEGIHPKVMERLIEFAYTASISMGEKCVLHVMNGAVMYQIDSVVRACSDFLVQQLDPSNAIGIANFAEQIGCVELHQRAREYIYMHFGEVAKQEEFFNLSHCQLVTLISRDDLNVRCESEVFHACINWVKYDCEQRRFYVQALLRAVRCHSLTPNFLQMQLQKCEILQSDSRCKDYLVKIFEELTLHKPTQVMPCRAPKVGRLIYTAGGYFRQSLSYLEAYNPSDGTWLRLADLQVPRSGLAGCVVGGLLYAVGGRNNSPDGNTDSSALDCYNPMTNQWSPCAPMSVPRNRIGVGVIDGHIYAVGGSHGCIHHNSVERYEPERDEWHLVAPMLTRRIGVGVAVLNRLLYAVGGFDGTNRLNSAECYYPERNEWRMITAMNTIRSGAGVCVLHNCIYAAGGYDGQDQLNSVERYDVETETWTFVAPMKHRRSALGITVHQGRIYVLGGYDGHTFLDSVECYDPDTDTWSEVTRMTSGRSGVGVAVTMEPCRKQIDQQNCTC
An asterisk follows results filed as active; ? = inconclusive; . = not tested or not shown.

SMILES	Cardiac RTF inh	Arr AP2 block	MOR-DOR inv ag	Wnt act	MOR-DOR ag	DSG3 Ab inh	RTF Ca sens act	C-LANA FP	V-ATPase pH	Keap1-Nrf2 PPI
O=C1CSC(c2ccccc2Cl)N1 (stereo not drawn)	-9	19	16	1	-3.1	96	5	-1.2	2	1
C[C@@]12C(=O)N(c3ccc(F)cc3)C(=O)N1[C@@H]1c3ccccc3OC[C@@H]1[C@H]2c1ccccc1	-10	-3	-3	-3	0.5	100	-10	-1.4	-22	-2
CC(=O)NC1(C(Cl)(Cl)Cl)Oc2ccccc2O1	-6	10	11	2	-2.0	90	8	-0.5	-1	-3
NC(=O)C[C@@H]1NC(=O)[C@H](CCC(=O)O)NC(=O)c2cc([N+](=O)[O-])cc(I)c2OCC[C@@H](C(N)=O)NC1=O	-10	-3	13	.	-2.2	98	15	0.5	-5	5
Fc1ccc(NC(=S)Nc2ccc(Br)cc2)cc1	-13	2	-2	7	0.4	112	4	-0.5	-6	-1
CCn1c(CC(=O)Nc2ccccc2)nnc1SCC(=O)Nc1nnc(C)s1	7	12	19	3	-3.5	109	-7	1.1	2	-2
Cc1cccc(N(Cc2cc3ccc(C)cc3[nH]c2=O)S(=O)(=O)c2ccccc2)c1	-9	4	-28	1	5.4	100	-3	-0.6	-1	1
CCn1nc(C(=O)NNS(=O)(=O)c2ccc(C)cc2)c2ccccc2c1=O	-3	27	9	5	-1.8	116	3	-0.8	-2	-1
Cc1ccc(CSCC(=O)NCCc2ccccc2)cc1	3	4	13	3	-2.6	101	-1	1.8	0	-1
O=C1C(CSCc2ccccc2)NC(=S)N1c1ccccc1 (stereo not drawn)	.	9	.	3	.	96	.	.	4	.
Cc1ccc(S(=O)(=O)NCCCOC(=O)Nc2ccncc2)cc1	-22	4	16	.	-2.9	109	7	1.1	6	-3
CCCOc1ccc(/C(O)=C2/C(=O)C(=O)N(CCN(C)C)C2c2ccco2)cc1 (stereo not drawn)	-20	5	6	.	-1.1	102	-1	-0.2	8	-2
Cc1cccc(NC(=S)Nn2cnnc2)c1C	-2	0	21	-1	-4.0	103	4	-1.4	0	-5
CC(C)Nc1ccc(C(CC(N)=O)NC(=O)Cc2cccc3ccccc23)cc1[N+](=O)[O-] (stereo not drawn)	-54	-2	11	1	-2.1	108	1	0.6	-1	-10
O=C(CNc1ccccc1)Nc1cccc2ccccc12	3	-2	16	-1	-3.2	120	-5	-6.1	4	-1
COc1ccc(CN2CC(C(=O)NCc3cccc(OC)c3)CC2=O)cc1 (stereo not drawn)	-5	-5	8	.	-1.5	102	-4	-0.2	-2	-2
CC1(C)COC(c2cccn2Cc2ccccc2Cl)=N1	12	12	-44	.	7.0	.	-2	0.5	-2	-6
CC(=O)c1ccc(NC(=S)NCC(c2ccco2)N2CCCC2)cc1 (stereo not drawn)	-8	2	15	-1	-2.9	162	0	-0.2	5	4
CCOC(=O)c1ccccc1NC1c2ccccc2C(=O)N1C1CCN(C(=O)OCC)CC1 (stereo not drawn)	0	8	13	-3	-2.2	102	2	-0.3	-1	2
CCC1N=C(SC)NC(C)=C1C(=O)c1ccccc1 (stereo not drawn)	-8	-50	-20	0	3.8	100	13	-1.1	-3	-5
Cc1ccc(OCC(=O)N/N=C/c2cccn2C)cc1C	-14	-5	-6	-1	1.2	108	8	0.9	13	-6
Cc1nc(NC(=O)CCc2ccccc2)ccc1Br	-2	-1	-6	19	1.1	76	-2	0.5	2	2
COc1ccc(CCC(=O)Nc2ncc(C)s2)cc1OC	-2	-21	16	-3	-2.8	95	5	-0.4	-2	-3
CCO[C@H]1OC(C(=O)NCc2ccccc2)=C[C@@H](C(C)(C)C)[C@@H]1CCCO	-2	-6	8	4	-1.6	98	1	2.1	1	3
COC(=O)Nc1ccc(S(=O)(=O)Nc2cc(OC)nc(OC)n2)cc1	-7	1	13	3	-4.1	112	1	-0.4	4	-5
CSCC[C@H](NC(=O)Cc1c(C)c2c(cc(C)c3c(C)c(C)oc32)oc1=O)C(=O)O	-2	2	8	0	-1.7	102	1	-1.4	-1	-4
CCc1c(C(=O)N2CCCN(C)CC2)csc1C	2	5	7	0	-1.7	107	3	-1.6	0	-1
NS(=O)(=O)c1ccc(CCNCC(=O)NC2CC2)cc1	-4	-4	9	1	-1.7	100	8	1.4	7	-2
C=CCN1C(=O)C(C)(C)N(C(=O)c2cccc([N+](=O)[O-])c2)c2ccccc21	-3	-19	-1	-1	0.3	103	-8	-1.5	-1	2
COC(=O)N1C(=O)[C@@](c2ccc(OC)cc2)(C(C)C)N1C(=O)OC	-8	-2	-21	.	3.7	.	-12	-1.8	-6	-59
O=CN1c2ccccc2CSc2ccccc21	.	37	.	3	.	101	.	.	-3	.
COC(=O)c1c(NC(=O)Cn2nc(C(F)F)cc2C(F)F)sc(C)c1C	5	8	-27	-8	4.6	.	-6	-1.3	10	3
Cc1cc(=O)c(C(=O)O)nn1-c1ccccc1Cl	1	-8	15	-2	-2.4	.	1	0.0	-1	0
Cc1c(Cl)c([N+](=O)[O-])nn1CC(=O)NCC1CCCO1 (stereo not drawn)	-5	-12	-2	0	0.3	96	-1	0.0	0	0
CC(=O)c1c(C)[nH]c(C(=O)Nc2cccc(C)c2C)c1C	9	25	1	0	-0.1	95	-2	-0.3	2	2
C/C(N)=C(/C#N)C(=O)CSc1nnc(Nc2cccc(C)c2)s1	4	23	4	-5	-0.7	99	0	2.8	1	-4
CC1(C)NC(=O)NC2(C)NC(=O)NC(C)(C)C12 (stereo not drawn)	-1	24	16	-1	-2.6	101	-2	-1.9	3	-4
COc1ccc(Cn2c(=O)[nH]c3cc(C(=O)N4CCN(c5ccccc5OC)CC4)ccc3c2=O)cc1	-4	18	-12	.	1.8	99	-2	1.4	-2	-2
Cc1ccc(-c2nnc(N3CCN(C(=O)COc4ccccc4)CC3)c3ccccc23)cc1	-7	24	-3	.	0.6	98	-2	0.2	0	-3
COc1cccc(NC(=S)NCCCN2CCOCC2)c1	0	-6	1	-3	-0.1	.	-2	-0.4	-2	0
CN(Cc1cnn(-c2ccc(F)cc2)c1)Cc1nc(Cc2ccccc2)no1	-12	13	3	0	-0.5	105	6	-0.5	0	-2
Cn1nc(-c2ccc(Cl)cc2)c2cc(C(=O)NCc3ccco3)sc21	-6	3	-18	2	3.6	103	3	1.1	-5	-7
O=C(CSc1ccccc1C(=O)O)NCC1CCCCC1	-8	-8	9	2	-2.0	85	2	1.8	-4	2
Cc1ccc(S(=O)(=O)Oc2ccc(N3C(=O)C4C5CCC(C5)C4C3=O)cc2)cc1 (stereo not drawn)	-9	7	10	-1	-2.0	97	5	-0.9	2	-2
COc1ccc(Cn2nnnc2C(C(C)C)N(Cc2ccco2)Cc2cccs2)cc1 (stereo not drawn)	-5	-4	1	0	-0.1	.	-2	2.9	-2	-8
COc1ccc(/C=N/NC(=O)c2ccncc2)cc1CN1CCOCC1	-7	32	9	1	-1.8	.	-3	-0.9	2	-2
COC(=O)c1ccc(/C=C(\C#N)c2ccccn2)cc1	-14	2	2	10	-0.5	106	5	0.1	-1	-6
CCCCn1c(N)c(N(CC(C)C)C(=O)C2CSC3(C)CCC(=O)N23)c(=O)[nH]c1=O (stereo not drawn)	2	-2	12	1	-1.8	91	-4	1.0	1	1
CCOC(=O)Cn1c(=NC(=O)C2COc3ccccc3O2)sc2cc(S(N)(=O)=O)ccc21 (stereo not drawn)	5	4	8	-4	-1.6	98	1	1.2	3	-1
Cc1ccccc1OCCC(=O)OCC(=O)NC1CCS(=O)(=O)C1 (stereo not drawn)	-21	-4	12	-1	-2.5	98	4	-0.3	-2	4

Other compounds:
SMILES	Cardiac RTF inh	Arr AP2 block	MOR-DOR inv ag	Wnt act	MOR-DOR ag	DSG3 Ab inh	RTF Ca sens act	C-LANA FP	V-ATPase pH	Keap1-Nrf2 PPI
CCN(CC)CC#CCC(C)(c1ccccc1)c1ccccc1	3	-5	-26	.	4.9	100	-8	-1.8	3	2
OC1(CC#CCN2CCCCC2)c2ccccc2-c2ccccc21	4	-19	12	3	-2.4	.	-4	0.2	2	-1
Cc1ccc2cccc(OCC(=O)NCc3ccco3)c2n1	1	4	21	-1	-4.2	.	-2	0.5	-6	0
COC(=O)C1CCN(C(=O)c2sc3nc(-c4ccc(F)cc4)cn3c2C)CC1	-6	6	2	.	-0.4	97	2	0.0	-1	-3
COc1ccc(OCC(=O)NCCCn2ccnc2)cc1	-5	-6	17	-1	-3.5	.	4	-1.6	-4	-1
Cc1cc(C)n(-c2ccc(C(=O)Nc3nc4ccccc4s3)cc2)n1	7	-3	-27	?	4.7	108	13	-2.3	1	-4
CCOC(=O)c1[nH]c2ccc(C)cc2c1N	3	3	-2	.	0.4	100	2	-0.5	-3	0
CC(=O)N(Cc1c(C#N)c2ccccc2n1C)c1ccccc1	12	-14	19	.	-3.3	107	6	-0.1	-4	-2
O=C(c1ccc(COc2ccccc2Br)o1)N1CCN(c2ccccn2)CC1	-2	-2	8	.	-1.5	97	3	-1.9	2	-3
COc1cc(C(=O)OCC(=O)N2CCC(C)CC2)cc2c1OCCO2	-2	-4	12	2	-3.0	.	-6	1.7	-5	-5
COc1ccc(Oc2cn[nH]c2-c2ccc(OCC(=O)NN)cc2O)cc1	-8	-7	4	-2	-0.8	.	5	0.7	0	-4
COc1ccccc1NC(=O)CSc1c2c(nc3ccccc13)CCC2	7	7	18	.	-3.0	104	0	-0.4	-1	-13
Cc1c(N=C2NC(=O)C(CC(=O)Nc3ccccc3)S2)c(=O)n(-c2ccccc2)n1C (stereo not drawn)	-6	-2	13	.	-2.4	116	0	1.2	2	-1
COC(=O)c1ccccc1NC(=O)COC(=O)/C=C/c1cccs1	5	10	-12	-3	2.2	88	2	-1.7	1	4
CC(Oc1ccc(F)cc1)C(=O)Nc1cc(S(=O)(=O)N2CCCCC2)ccc1N1CCOCC1 (stereo not drawn)	-6	2	1	-5	-0.2	94	-9	-0.1	6	0
COc1ccc(/C=C(/NC(=O)/C=C/c2ccccc2)C(=O)O)cc1	-13	-5	12	-6	-2.2	102	5	-1.5	-1	1
Cc1ccc(S(=O)(=O)N(C)C)cc1NC(=O)CSc1nc2ccccc2c(=O)n1CC1CCCO1 (stereo not drawn)	-3	24	4	-1	-0.8	103	1	-1.8	-1	0
CCN=c1scc(C)n1/N=C/c1ccsc1	-9	15	15	.	-3.0	104	0	1.7	-2	-4

Bioassay records (PubChem BioAssay)
